FEN1 inhibitor: human FEN1 inhibition; 390,000 compounds, 0.35% hits; Recombinant FEN1 flap cleavage, fluorescence, 15 min; P39748; Potency, µM (top dose mostly 114 µM), for inactives: at the top dose activity change, negative = inhibition, actives largely listed as inhibitors; note: nearly all actives have a fitted effect of over 65% in size
Target sequence (P39748 whole entry, looked up): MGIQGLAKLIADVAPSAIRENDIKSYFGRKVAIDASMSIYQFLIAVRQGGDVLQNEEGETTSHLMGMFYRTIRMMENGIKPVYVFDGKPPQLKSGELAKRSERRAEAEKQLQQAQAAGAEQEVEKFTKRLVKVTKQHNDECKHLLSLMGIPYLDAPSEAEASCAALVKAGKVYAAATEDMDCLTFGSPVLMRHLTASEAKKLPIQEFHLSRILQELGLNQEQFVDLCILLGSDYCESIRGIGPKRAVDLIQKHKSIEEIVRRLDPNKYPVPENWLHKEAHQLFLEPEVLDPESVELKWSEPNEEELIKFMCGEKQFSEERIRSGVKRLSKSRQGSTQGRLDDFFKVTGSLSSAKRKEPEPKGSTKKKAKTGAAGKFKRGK
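Enzyme 10 nM, 15 min RT preincubation with compound; start with substrate 50 nM final; reads at 0 and 15 min; qHTS titration, four-parameter Hill fit.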
N370S GC: N370S glucocerebrosidase modulation, Gaucher chaperone candidate; P04062; N370S GC spleen homogenate, 4MU-glucoside fluorescence; Potency, µM (top dose mostly 59.4 µM), for inactives: at the top dose activity change, negative = inhibition, most hits filed as inhibitors; 330,000 compounds, 0.092% hits; AID 2101;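 note: 0% = full enzyme activity and -100% = no enzyme basal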
GCN5L2 inh: GCN5L2 (KAT2A) acetyltransferase inhibition; Potency, µM (titrated, usually from 58.9 µM), inactives show top-dose activity change, negative = inhibition, hits mostly inhibitors; Q92830; 390,000 compounds, 0.21% hits; AID 504327; GCN5L2 HAT assay, ThioGlo1 CoA-SH fluorescence
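ThioGlo1-coupled HAT assay: 20nM GCN5L2, 70uM acetyl-CoA, 75uM H3(1-25) peptide, pH 7.5. Fluorescence read at 340/540nm at start and after 20 min at room temperature.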
* hit, by the source's call; u = inconclusive; x = not tested or not shown; & = joins results of further samples; [ ] = dose if it differs, or a comment. Calls come from the whole dose curve; as a rule, active = well fitted curve in the direction sought with a large enough effect; inconclusive = small, poorly fitted or top-dose-only effect, or another doubt; inactive = no such curve, though single readings can be large; an effect the other way counts as inactive or inconclusive. Unless noted, % is set by controls: 0 for no effect and ±100 for the full control effect; potency is the fitted concentration of half-maximal effect.

SMILES | FEN1 inhibitor | N370S GC | GCN5L2 inh
COc1ccc(CN(C)C(=O)c2ccc(NS(=O)(=O)c3ccc(C)c([N+](=O)[O-])c3)cc2)c(OC)c1OC | -3.8% | -8.3% | -8.5%
COc1ccc(C(=O)OCC(=O)c2ccc3c(c2)NC(=O)CO3)cc1[N+](=O)[O-] | 0.0% | x | -2.0%
CCOc1ccc(Cn2c(CNS(=O)(=O)c3ccc(C(C)(C)C)cc3)nc3cccnc32)cc1 | -25.8% | x | -12.5%
CC(Oc1ccc(Br)cc1)C(=O)NC1CCN(Cc2ccccc2)CC1 (stereo not drawn) | -7.5% | -4.8% | 4.4%
Cc1ccc(-c2c(CN3CCN(c4cccc(C)c4)C(C)C3)csc2C)cc1 (stereo not drawn) | -1.2% | x | -6.5%
Cc1ccc(S(=O)(=O)N(C)CC(=O)Nc2cc(C)ccn2)cc1 | -15.3% | -14.9% | -3.5%
COc1cccc(CNC(=O)c2nnc(Cc3ccc(Cl)cc3)o2)c1 | 1.2% | x | -4.9%
CN(CCO)S(=O)(=O)c1ccc2c(c1)C(=O)c1cc(S(=O)(=O)N(C)CCO)ccc1-2 | 21.9% | -3.9% | -4.7%
O=C1COc2ccc(C(=O)COC(=O)c3ccccc3Cl)cc2N1 | -1.1% | x | 2.1%
COc1ccc(C(=O)NCc2ccc3c(c2)OCO3)cc1 | -5.2% | 11.0% | -2.5%
COc1ccccc1S(=O)(=O)Cc1ccc(C(=O)NCc2cccnc2)o1 | 2.0% | -5.1% | 0.4%
O=C1N(c2cccc(Cl)c2)C(c2ccc(Cl)cc2)N2CCCN12 (stereo not drawn) | 11.9% | 7.4% | -5.9%
CC(NC(=O)c1cccc2ccccc12)c1ccc2c(c1)CCCC2 (stereo not drawn) | -14.5% | -2.2% | -8.8%
Cn1c(SCC(=O)NCCc2ccc(S(N)(=O)=O)cc2)nc2ccccc2c1=O | 3.5% | 6.3% | -11.4%
CN(C)CCN(C(=O)c1ccco1)c1nc2c(F)cc(F)cc2s1 | -10.9% | x | -15.0%
CNC(=O)/C(C#N)=C/c1ccc(OCCOc2ccccc2)cc1 | 17.2% | -4.8% | -8.8%
COc1ccc(NC(=O)CSc2ccc(-c3ccco3)nn2)cc1OC | 1.5% | 1.7% | -31.8%
CCOC(=O)C1=C(C)N=c2s/c(=C/c3ccc(OCC(=O)O)cc3)c(=O)n2C1c1cc(OC)c(OC)c(OC)c1 (stereo not drawn) | u | -1.7% | -24.2%
CC(c1ccccc1F)n1cc(C(=O)NCc2ccncc2)nn1 (stereo not drawn) | -11.5% | -18.5% | -11.1%
Cn1c(=O)[nH]c(=O)c2c1nc(Br)n2CCC(=O)c1ccccc1 | -4.9% | 2.4%[2.35 µM] | -2.7%

Shown with values under each structure: part of the list above
Every second line gives: FEN1 inhibitor	N370S GC	GCN5L2 inh
- Cn1c(=O)[nH]c(=O)c2c1nc(Br)n2CCC(=O)c1ccccc1
 : -4.9%	2.4%[2.35 µM]	-2.7%
- COc1ccc(C(=O)NCc2ccc3c(c2)OCO3)cc1
 : -5.2%	11.0%	-2.5%

One compound at a time, as listed above.
Listed for Cn1c(=O)[nH]c(=O)c2c1nc(Br)n2CCC(=O)c1ccccc1 = FEN1 inhibitor = -4.9%; N370S GC = 2.4%[2.35 µM]; GCN5L2 inh = -2.7%
Listed for CC(NC(=O)c1cccc2ccccc12)c1ccc2c(c1)CCCC2 (stereo not drawn) = FEN1 inhibitor = -14.5%; N370S GC = -2.2%; GCN5L2 inh = -8.8%

Taken from above.
COc1ccc(NC(=O)CSc2ccc(-c3ccco3)nn2)cc1OC in GCN5L2 inh shows -31.8%
CNC(=O)/C(C#N)=C/c1ccc(OCCOc2ccccc2)cc1 in GCN5L2 inh shows -8.8%
Cc1ccc(S(=O)(=O)N(C)CC(=O)Nc2cc(C)ccn2)cc1 in GCN5L2 inh shows -3.5%

Remaining list, next part.
SMILES | FEN1 inhibitor | N370S GC | GCN5L2 inh
COc1cccc(-n2nnc3c(=O)n(Cc4c(F)cccc4Cl)cnc32)c1 | -10.2% | 3.2% | -1.4%
O=[N+]([O-])c1ccc(Cl)c(S(=O)(=O)Nc2ccc(S(=O)(=O)N3CCOCC3)cc2)c1 | 1.5% | -4.0% | -2.2%
O=C(CSc1ccc(-c2cccs2)nn1)Nc1ccccc1C(F)(F)F | -5.5% | x | -1.8%
Cc1ccc(/C=N/N2CCN(Cc3ccc(C)cc3)CC2)cc1 | -16.8% | 0.9% | 7.2%
C/C(N)=C(/C#N)C(=O)CSc1nc2ccccc2c(=O)n1CCCO | -9.3% | -4.0% | 3.1%
O=C(CN1C(=O)COc2ccccc21)NCCN1CCCC1 | -2.6% | -7.6% | -8.2%
COc1ccccc1N1CCN(C(=O)C(C)N(c2ccccc2)S(C)(=O)=O)CC1 (stereo not drawn) | 5.1% | 20.4% | -6.9%
COc1cccc(NC(=O)c2cccc3c(=O)c4c([nH]c23)CCCC4)c1 | 12.5% | x | -6.8%
Cc1cc(NC(=O)c2ccc(-c3ccccc3F)o2)no1 | 15.3% | 7.2% | -10.4%
Cc1cccc(NC(=O)CSc2nc(C3CCCC3)nc3c2c(=O)n(C)c(=O)n3C)c1C | 16.2% | x | -0.3%
CN(Cc1ccsc1)C(=O)CCc1nnc(CCCc2ccccc2)o1 | -7.2% | 11.0% | -6.8%
O=C(COc1ccc(Br)cc1)Nc1ccc(-c2nnc(-c3ccco3)o2)cc1 | 4.9% | 4.7% | -7.4%
COc1ccc(C2OC(=O)CC2C(=O)NCc2ccc(F)cc2)cc1OC (stereo not drawn) | -1.7% | 8.8% | -0.8%
COc1ccc(Cl)cc1NC(=O)Cn1c(=O)n(CCC(=O)NCc2ccc3c(c2)OCO3)c(=O)c2ccccc21 | 7.4% | x | 2.7%
COc1ccc(OC)c(/C=N/NC(=O)Cn2ccnc2C)c1 | 19.3% | 5.0% | -8.5%
CN1c2ccccc2C(=O)NC1c1ccc(Cl)cc1 (stereo not drawn) | -11.1% | -2.5% | 1.2%
O=S(=O)(c1ccccc1)c1nc(-c2ccccc2)oc1N1CCN(c2cccc(Cl)c2)CC1 | -0.2% | x | -6.9%
CNS(=O)(=O)c1ccc(C)c(S(=O)(=O)NC)c1 | 0.6% | -25.2% | -8.0%
c1ccc(COc2ccc(OCCCn3cncn3)cc2)cc1 | -4.7% | 4.0% | -1.7%
CCC1COCCS(=O)(=O)N1Cc1ccc(F)cc1 (stereo not drawn) | -15.0%&0.8% | -19.8% | -6.9%
O=C(Nc1cccc2c1CCCC2)c1ccc(Br)o1 | 7.9% | 0.9% | -1.0%
Cc1ccccc1Oc1cc(NC(=O)Cn2cnc([N+](=O)[O-])c2)cc([N+](=O)[O-])c1 | -2.3% | -20.5% | -4.7%
CCC1=C(c2cc(OC)c(OC)c(OC)c2)C2(CCCC2)C(=O)O1 | -11.9% | -1.6% | -3.0%
Nn1c(Nc2ccccc2)nc2ccccc21 | -12.3% | -27.5% | -3.4%
OCCC1CN(CC2CC2)CCN1Cc1ccc(F)c(F)c1 (stereo not drawn) | 4.3% | -1.2% | -7.8%
Cc1ccccc1NC(=O)c1[nH]cnc1C(=O)NN | 0.5% | -4.5% | 3.9%
Cc1cccc(C(=O)N2CC3(C)CC2CC(C)(C)C3)c1 (stereo not drawn) | -3.8% | 23.9% | -8.1%
O=c1[nH]c2ccc(S(=O)(=O)Nc3ccccc3O)cc2[nH]1 | -15.4% | -11.5% | -1.2%
CCOC(=O)c1ccc(NC(=O)COc2ccc(-n3cnnn3)cc2)cc1 | 5.5% | -4.6% | -24.7%
COc1ccccc1OCc1nc(C#N)c(N2CC(C)CC(C)C2)o1 (stereo not drawn) | -14.5% | 25.1% | -2.7%
CSc1ccc(-c2nc(CSCC(=O)N3CCOCC3)c(C)o2)cc1 | 6.2% | -19.5% | -3.9%
CCOc1ccc(C(C)NC(=O)CCC(=O)O)cc1 (stereo not drawn) | -5.8% | -21.9% | -9.5%
CCOc1ccc(CCNC(=O)CN(C)S(=O)(=O)c2cccc3nsnc23)cc1OCC | -6.6% | 2.1% | -1.3%
CCCc1cc(=O)[nH]c(SCC(=O)c2c[nH]c3ccccc23)n1 | u | 4.5% | -3.0%
COc1ccc(OC)c(CNC(=O)c2cnc(N(C)C)nc2)c1 | -0.6% | x | -0.3%
Cc1ccccc1NC(=O)Nc1cccs1 | -3.3%&14.3% | -0.8% | -3.3%&-2.2%
CC(C)(C)SCCNC(=O)c1ccc(NS(C)(=O)=O)cc1 | -1.4% | 4.1% | -0.6%
Cc1c(NC(=O)c2cnn3c2NC(c2ccc(Br)cc2)CC3C(F)(F)F)c(=O)n(-c2ccccc2)n1C (stereo not drawn) | 0.8% | -2.3% | -5.2%
CC/C(=N/Nc1ccccc1)c1cnnc(-c2ccccc2)n1 | 0.9% | 8.5% | -17.0%
CCOC(=O)C1CCN(C(=O)c2cc3ccc4cccnc4c3[nH]2)CC1 | 14.5% | x | 3.6%
Cc1cc(C(=O)Nc2c(C)nn(Cc3ccc(F)cc3)c2C)no1 | 10.4% | x | -4.5%
CC(C)Cc1nn2c(=O)cc(COC(=O)c3ccc4c(c3)OCO4)nc2s1 | -0.2% | x | -3.8%
O=c1nc(SCc2c(F)cccc2Cl)nc(-c2ccc(Cl)cc2)[nH]1 | -21.7% | -1.9% | 10.7%
CC1(/[N+]([O-])=C\c2ccccc2F)CCCCC1=O (stereo not drawn) | -1.2% | 1.6% | -5.2%
CC(C)c1ccc(/C=N/n2cnnc2)cc1 | 13.9% | -2.1% | 1.7%
C=C(C)C1CC=C(C)/C(=N\NC(=O)CCc2ccccc2)C1 (stereo not drawn) | -1.8% | 11.9% | -1.9%
COc1cccc(/C=C/C(=O)Nc2ccc(OC)nc2)c1 | -8.2% | 6.0% | -2.8%
COc1ccc(CN(C)C(=O)CNC(=O)c2ccc3ccccc3c2)c(OC)c1 | 6.5% | 11.9% | -6.3%
COC(=O)c1ccc2c(c1)nc(C)n2CCO | -0.8% | -16.0% | -3.0%
O=C(NCc1ccccn1)C1CC(c2ccccc2O)=NO1 (stereo not drawn) | -5.4% | 4.2% | -3.4%
COc1ccc([N+](=O)[O-])cc1NC(=O)Cc1noc2ccccc12 | 2.4% | 2.2% | -1.0%
Cc1ccc(SCCOCCN2CC(C)OC(C)C2)cc1 (stereo not drawn) | -10.4% | -7.6% | -9.0%
CN(C1CCCCC1)S(=O)(=O)c1ccc(S(=O)(=O)N(CC(=O)Nc2ccccc2)C2CC2)cc1 | -22.5% | -15.0% | -1.1%
COc1ccc(NC(=O)NCc2ccccc2F)cc1OC | -13.8% | -1.5% | 19.3%
CCCSc1ncnc2c1oc1ccccc12 | -13.6% | -1.7% | 1.2%
O=[N+]([O-])c1ccc(CS(=O)(=O)c2ncn[nH]2)cc1 | 1.2% | -2.6% | 3.4%
CCn1c(COc2ccc(C)cc2)nnc1SCC(=O)NNC(=O)c1ccc(OC)cc1 | -7.7% | -2.6% | 1.8%
CCOC(=O)N1CCc2c(sc3c2c(=O)n(CCc2ccccc2)c(=O)n3Cc2cc(C)ccc2C)C1 | -5.3% | x | 0.5%
COC(=O)c1ccc(CSc2nc3ccncc3n2Cc2ccc(F)cc2)cc1 | 1.9% | x | -2.7%
Cc1ccc(N2C(=O)C3CCCN3C2=S)cc1 (stereo not drawn) | -12.1% | -6.2% | -13.2%
CCN1CCN(c2cc(C)c3cc(NC(=S)N4CCCC(C)C4)ccc3n2)CC1 (stereo not drawn) | -12.3% | -22.6% | -4.8%
CC(OCC(O)CNCC1COc2ccccc2O1)c1ccc(Cl)cc1 (stereo not drawn) | -13.6% | -15.6% | -3.1%

7 of the entries above in order of the N370S GC value, descending.
SMILES | FEN1 inhibitor | N370S GC | GCN5L2 inh
C=C(C)C1CC=C(C)/C(=N\NC(=O)CCc2ccccc2)C1 (stereo not drawn) | -1.8% | 11.9% | -1.9%
O=C1N(c2cccc(Cl)c2)C(c2ccc(Cl)cc2)N2CCCN12 (stereo not drawn) | 11.9% | 7.4% | -5.9%
COc1ccc([N+](=O)[O-])cc1NC(=O)Cc1noc2ccccc12 | 2.4% | 2.2% | -1.0%
CCOc1ccc(CCNC(=O)CN(C)S(=O)(=O)c2cccc3nsnc23)cc1OCC | -6.6% | 2.1% | -1.3%
O=C(Nc1cccc2c1CCCC2)c1ccc(Br)o1 | 7.9% | 0.9% | -1.0%
OCCC1CN(CC2CC2)CCN1Cc1ccc(F)c(F)c1 (stereo not drawn) | 4.3% | -1.2% | -7.8%
CCOc1ccc(C(C)NC(=O)CCC(=O)O)cc1 (stereo not drawn) | -5.8% | -21.9% | -9.5%

From PubChem
